Screening results from PubChem BioAssay.
PPARg SRC3 recr – PPARgamma agonists recruiting SRC-3 coactivator, primary screen, biochemical | 0.26% of 200,000 active | biochemical PPARgamma/SRC-3 coactivator recruitment assay | Peroxisome proliferator-activated receptor gamma (Homo sapiens), P37231 | AID 731, 2007 | activation, % at 8 µM; in the data active = activation above about 23%;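 note: 0% = DMSO and 100% = reference agonist; some compounds past the cut are filed as inactive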
bIAP act – bovine intestinal alkaline phosphatase activators, primary screen, biochemical, bovine IAP, CDP-star luminescence | activation factor at 20 µM | purified bovine IAP, 30 min; hits give high values; fold of DMSO-control signal, blank-subtracted | 0.17% of 200,000 active | AID 1016, 2008;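 active = activation factor of 2 or more at 20 µM, a signal rise over negative controls twice the positive control's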
TNAP act hiacc – TNAP activators at high phosphate acceptor level, primary screen, biochemical, luminescence, uHTS; purified TNAP, CDP-star luminescence, 1 M DEA, 30 min; hits give high values; 0 = EDTA background, 1 = DMSO-only activity; 200,000 tested, under 10 active; Alkaline phosphatase, tissue-nonspecific isozyme (Homo sapiens), P05186; activation factor at 20 µM; AID 1136, 2008;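 active = activation factor at least 2 at 20 µM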
Target sequence (P05186 whole entry, looked up): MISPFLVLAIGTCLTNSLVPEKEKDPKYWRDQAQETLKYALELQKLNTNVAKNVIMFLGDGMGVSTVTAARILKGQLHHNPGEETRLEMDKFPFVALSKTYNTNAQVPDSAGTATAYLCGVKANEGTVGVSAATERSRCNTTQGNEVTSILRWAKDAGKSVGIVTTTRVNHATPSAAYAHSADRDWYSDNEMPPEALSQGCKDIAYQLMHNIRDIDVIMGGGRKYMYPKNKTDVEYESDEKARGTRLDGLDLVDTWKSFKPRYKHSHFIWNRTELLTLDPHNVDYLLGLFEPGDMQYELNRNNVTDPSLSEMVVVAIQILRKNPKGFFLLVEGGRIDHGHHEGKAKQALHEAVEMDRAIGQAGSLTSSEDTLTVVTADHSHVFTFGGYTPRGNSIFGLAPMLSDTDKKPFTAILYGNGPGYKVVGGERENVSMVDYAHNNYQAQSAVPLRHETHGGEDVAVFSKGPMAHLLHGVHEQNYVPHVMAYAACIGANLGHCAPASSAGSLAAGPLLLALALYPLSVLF
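Assay system: human TNAP; Input: enzyme diluted 1/800 final; Reagent: CDP-star luminogenic substrate at 100 µM final; Timing: 30 min, room temperature; Signal: luminescence; Evaluation: TNAP activation factor scaled between EDTA and DMSO control wells.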
PPARg SRC-2 ag – agonists of PPARg-SRC-2 recruitment, primary screen, biochemical, HTS; Peroxisome proliferator-activated receptor gamma (Homo sapiens), P37231; PPARgamma LBD-SRC-2 recruitment; activation, % at 8 µM; 0.34% of 200,000 active; AID 1032, 2008; in the data active = activation above about 22%;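 note: 0% = vehicle and 100% = reference agonist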
STAT3 activator – IL-6 driven STAT3 reporter potentiators, primary screen, U3A cells, luciferase, luminescence, MLSCN library; IL-6 STAT3-luciferase reporter; 100% = signal with IL-6 EC80 alone; activation (% of control), % at 5.6 µM; 0.91% of 190,000 active;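 active = activation above the screen-wide mean of compound activation plus 3 SD, cut at about 130% in these data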;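 note: 0% = background luminescence of wells with medium and substrate only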
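Test system: STAT3-luciferase reporter U3A cells; Detection: reporter luminescence signal; Times: 1 h compound pre-exposure, 6 h IL-6 stimulation, 37 °C; Benchmarks: IL-6-only high control; Also added: IL-6 stimulus at 33 ng/mL final.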
ROMK primary – ROMK potassium channel modulators, primary screen, cell-based, thallium flux, MLSMR library | ATP-sensitive inward rectifier potassium channel 1 (Homo sapiens), P48048 | B-score at 10 µM | 2% of 130,000 active | AID 1918, 2009 | Tet-inducible ROMK, thallium flux fluorescence; actives lie on both sides;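 active = signal ratio slope over the read window, or its plate-corrected B-score, at least 3 SD from the plate mean, either direction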;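 note: B-score of the F/F0 ratio slope over 7 to 12 s after thallium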
Target sequence (P48048 whole entry, looked up): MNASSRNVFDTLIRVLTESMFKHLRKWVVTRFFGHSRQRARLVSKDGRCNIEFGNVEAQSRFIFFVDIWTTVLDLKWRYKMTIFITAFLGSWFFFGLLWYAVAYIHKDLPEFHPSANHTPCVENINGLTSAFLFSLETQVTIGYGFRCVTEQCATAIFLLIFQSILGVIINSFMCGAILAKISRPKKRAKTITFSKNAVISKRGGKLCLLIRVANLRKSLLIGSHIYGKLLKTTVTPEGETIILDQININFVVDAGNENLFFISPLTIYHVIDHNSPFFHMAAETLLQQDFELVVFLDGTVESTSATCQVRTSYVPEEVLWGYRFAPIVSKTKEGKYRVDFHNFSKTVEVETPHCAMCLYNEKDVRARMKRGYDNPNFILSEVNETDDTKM
PPARg SRC-1 ag – PPARgamma agonists recruiting SRC-1 coactivator, primary screen, biochemical | Peroxisome proliferator-activated receptor gamma (Homo sapiens), P37231 | 0.41% of 200,000 active | PPARgamma-SRC-1 coactivator recruitment biochemical assay | activation, % at 8 µM; in the data active = activation above about 19%;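 note: 0% = DMSO and 100% = reference agonist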
bIAP inh – bovine intestinal alkaline phosphatase inhibitors, primary screen, selectivity assay for TNAP inhibitor project, biochemical, bovine IAP, CDP-star luminescence; alkaline phosphatase, intestinal [Bos taurus]; purified bovine IAP, 30 min; inhibition, % at 20 µM; 190,000 tested, under 10 active;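 active = over 50% inhibition of intestinal alkaline phosphatase at 20 µM in the single-dose screen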
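Assay system – bovine IAP enzyme · Quantity – bovine IAP at 1/65,000,000 final dilution · Detection – CDP-star luminescence signal · Times – 30 min reaction at room temperature · Also added – CDP-star substrate at 30 µM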
STAT3 blocker – IL-6 driven STAT3 reporter inhibitors, primary screen, U3A cells, luciferase, luminescence, MLSCN library | AID 862, 2007 | inhibition, % at 5.5 µM | IL-6 STAT3-luciferase reporter; host cell line lacks STAT1 | 0.89% of 190,000 active;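 active = inhibition above the mean inhibition across all screened compounds plus 3 SD, cut at about 44% in these data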;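 note: 0% = DMSO only wells and 100% = 100 µM nifuroxazide control wells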
STAT1 blocker – STAT1 signaling inhibitors, primary screen, cell-based, HTS, luciferase reporter | NIH 3T3 STAT1-luciferase reporter, IFN-gamma, luminescence | inhibition, % at 5.5 µM | 0.35% of 200,000 active | AID 920, 2007;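 active = inhibition above a set limit, the mean inhibition across all tested compounds plus 3 SD, cut at about 34% in these data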;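 note: 0% = IFN-gamma with DMSO and 100% = IFN-gamma with 300 µM nifuroxazide; values of inactives mirror those of a sister screen read the other way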
TR-FRET SRC-2 ct – TR-FRET signal artefacts, primary screen, artefact control for PPARgamma SRC-2 agonist project, biochemical. TR-FRET artefact counter-screen; hits give high values. TR-FRET ratio at 8 µM. 0.4% of 200,000 active; in the data active = TR-FRET ratio above about 2000; note: inactives centre near 1500
* = called active by the depositor; / = no result given.

SMILES	PPARg SRC3 recr	bIAP act	TNAP act hiacc	PPARg SRC-2 ag	STAT3 activator	ROMK primary	PPARg SRC-1 ag	bIAP inh	STAT3 blocker	STAT1 blocker	TR-FRET SRC-2 ct
Nc1ncnc(Sc2ncccn2)c1[N+](=O)[O-]	1	0.8	1	3	109	-0.45	4	18	-1	13	1719
CC(C)OC(=O)c1ccc(COC(=O)c2cnccn2)cc1	-2	0.9	1	-3	97	/	0	5	3	-6	1329
O=C(Nc1nnc(COc2ccc(Cl)cc2)s1)c1cccs1	10	0.9	1	18	93	/	7	14	11	5	1727
O=C(c1ccccc1F)N1CCN(S(=O)(=O)c2ccc3c(c2)OCCO3)CC1	2	1	1	-4	106	/	6	-5	2	13	1615
Cc1cc(C)cc(NS(=O)(=O)c2cc(C(=O)NCc3ccccn3)ccc2Cl)c1	4	0.9	1	8	110	-1.8	-2	10	-12	-4	1560
NS(=O)(=O)c1cc(C(=O)OCC(=O)Nc2ccc(Cl)cc2[N+](=O)[O-])ccc1Cl	-4	0.9	0.9	2	111	-0.47	1	7	-8	0	1566
O=C1CSC(c2ccccc2)N1c1nnc(C23CC4CC(CC(C4)C2)C3)s1 (centres undefined)	-1	0.9	1	-4	100	1	-2	14	6	-1	1584
O=S(=O)(NC1CC1)c1ccc(S(=O)(=O)N2CCCC(c3nc(-c4cccnc4)no3)C2)cc1 (centres undefined)	2	1	1	4	90	0.17	4	-3	15	6	1540
CSc1cccc(NC(=O)Nc2ccc(Cl)cc2)c1	6	0.9	1.1	1	92	/	7	6	12	-17	1522
N#CC(c1ccc(O)cc1)c1ncc(C(F)(F)F)cc1Cl (centres undefined)	1	1	1	6	106	0.033	-1	1	0	7	1739
O=C(O)c1cc(Cl)c2ccccc2c1O	1	1	1	10	139*	0.81	4	4	-44	4	1601
CC(C)N1CCC2(CC1)C(C#N)=C(N)NC(S)=C2C#N	-2	1	1	-5	88	/	0	-1	13	4	1584
Cc1nnc2sc(SCc3ccc(Cl)cc3)nn2c1=O	-1	1	1	-3	101	/	-3	4	-2	-4	1342
O=C(OCc1nc2ccccc2s1)C1CCN(C2=NS(=O)(=O)c3ccccc32)CC1	-5	1	1.1	1	147*	-1.3	6	5	-44	-14	1526
COc1ccc(CCNC(=O)COc2ncnc3ccccc23)cc1	5	1	1	5	96	0.79	2	4	9	-3	1510

The closing 3 entries of the section before lead into the next.
SMILES	PPARg SRC3 recr	bIAP act	TNAP act hiacc	PPARg SRC-2 ag	STAT3 activator	ROMK primary	PPARg SRC-1 ag	bIAP inh	STAT3 blocker	STAT1 blocker	TR-FRET SRC-2 ct
Cc1nnc2sc(SCc3ccc(Cl)cc3)nn2c1=O	-1	1	1	-3	101	/	-3	4	-2	-4	1342
O=C(OCc1nc2ccccc2s1)C1CCN(C2=NS(=O)(=O)c3ccccc32)CC1	-5	1	1.1	1	147*	-1.3	6	5	-44	-14	1526
COc1ccc(CCNC(=O)COc2ncnc3ccccc23)cc1	5	1	1	5	96	0.79	2	4	9	-3	1510
COc1ccc(-c2nn(-c3ccccc3)cc2/C=C\C(=O)N2CCOCC2)cc1[N+](=O)[O-]	-3	1.1	1	-2	93	0.68	6	-10	10	-5	1722
CN1CCN(C(=O)c2ccc(N(Cc3ccc(Cl)cc3)S(C)(=O)=O)cc2)CC1	-6	0.9	1	-2	104	0.24	3	12	-2	-2	1432
COc1ccc(CNc2ccc(S(N)(=O)=O)cc2)c(OC)c1OC	-6	0.9	1.1	0	105	2.1	-3	7	-3	-10	1501
CC(C)NS(=O)(=O)c1ccc(CCC(=O)O)cc1	-4	0.9	1	8	106	/	-3	7	-4	-2	1481
Cc1ccccc1C(=O)N/N=C/c1ccccn1	2	1	1	1	105	0.78	6	2	-1	-41	1611
CCCn1c(N)c(C(=O)CSc2nc3ccccc3n2CCC#N)c(=O)n(C)c1=O	4	0.9	1	-6	98	-0.015	-4	6	8	-7	1418
O=C(CN1CCOCC1)NNc1nc(-c2ccccc2)c2cc(Br)ccc2n1	3	1.2	0.9	-2	101	1.2	2	-25	8	10	1482
O=C(N/N=C/c1ccco1)c1ccccc1OCc1ccc(Br)cc1	4	1.1	1.1	9	108	-0.27	6	-14	-5	-18	1644
COc1ccccc1N1CCN(C(=O)c2ccc3c(Cl)c4c(nc3c2)CCCC4)CC1	0	0.9	1	2	92	0.46	-3	11	9	-2	1543
COc1ccc(N(CC(=O)NN=C2CCCC2)S(=O)(=O)c2ccccc2)cc1	0	1	1	-5	110	1.8*	-4	3	-3	-2	1450
COc1ccc(NS(=O)(=O)c2cccs2)cn1	-2	1	1	5	98	0.019	-2	5	10	-2	1439
CCn1cc(C(=O)NCCCN2CCCC2)c(=O)c2cc(S(=O)(=O)N3CCc4ccccc4C3)ccc21	7	1.1	1	11	104	-0.87	9	-11	4	6	1658
Cc1[nH]c2ccccc2c1/C=C/c1nc2ccccc2c(=O)n1-c1ccc([N+](=O)[O-])cc1	-3	0.9	0.9	3	110	-0.82	-6	7	-10	-4	1588
COc1ccc(NC(=O)C(CCSC)NC(N)=O)cc1NS(=O)(=O)c1ccc(F)cc1 (centres undefined)	1	1	1	1	94	0.66	1	-2	12	0	1634
Cc1cc(=O)[nH]c(SCCOc2ccc(OC(C)C)cc2)n1	-3	1	1	5	99	-0.34	-4	2	4	-8	1503
CCCn1c(N)c(C(=O)CSc2nc3ccccc3s2)c(=O)[nH]c1=O	1	0.9	1	3	88	-0.36	11	6	17	4	1813
CC(C)C[C@H](N)c1cn([C@@H](Cc2ccc(O)cc2)C(=O)N2CCNCC2)nn1	2	1	1.1	10	/	/	3	-2	/	-1	1530
C/C(=C1/C(=O)N(c2ccc([N+](=O)[O-])cc2)N=C1c1ccccc1)N(C)C	8	0.9	1.1	3	101	2e-05	3	10	4	-9	1510
CSc1nnc(C)c(=O)n1COC(=O)c1ccc(S(=O)(=O)N2CCOCC2)cc1	-1	1	1.1	0	99	/	-3	2	-3	-2	1621
Cc1ccccc1CS(=O)(=O)c1snnc1C	-4	1	1.1	3	92	/	7	0	16	-1	1500
Cc1c(NC(=O)c2nn3c(C(F)(F)F)cc(-c4ccccc4)nc3c2Cl)c(=O)n(-c2ccccc2)n1C	-2	0.8	1	-6	98	0.88	-9	18	-1	10	1448
CCOC(=O)N1CCN(C(=O)C2CCCN(S(=O)(=O)c3ccccc3)C2)CC1 (centres undefined)	1	1.1	1	4	97	/	10	-6	6	7	1523
CC(=O)Nc1ccc(S(=O)(=O)n2nc(-c3ccc(C)cc3)nc2N)cc1	3	1	1	1	69	0.41	7	1	38	9	1455
CCOC(=O)C1CCN(c2c(NCCN3CCCCC3C)c(=O)c2=O)CC1 (centres undefined)	2	0.9	1	-1	105	/	-6	12	-6	0	1536
O=c1c2c3c(sc2nc2n1CCC2)CCC3	4	1	1	5	94	0.051	-1	0	11	2	1598
O=S(=O)(Nc1ccccn1)c1ccc(Cl)c2ccccc12	5	1.3	1	9	104	0.075	0	-29	-1	1	1689
O=C(O)CCCNS(=O)(=O)c1ccccc1	-6	0.9	1	11	102	0.6	6	7	-1	5	1654
CC(C)C(NC(=O)C(NC(=O)C1O[C@@H]2OC(C)(C)O[C@@H]2[C@H]2OC(C)(C)O[C@@H]12)C(C)C)C(=O)O (some centres undefined)	4	1.2	1	-2	90	0.2	5	-22	22	0	1613
CN(C)c1nc(N/N=C/c2ccccc2O)nc(Nc2ccc(F)cc2)n1	4	1.2	1	9	91	0.4	13	-20	20	-4	1705
COc1cc2c3c(c1)/C(=C1/SC(=S)NC1=O)C(=O)N3C(C)(C)C=C2C	3	0.9	0.9	4	96	0.5	-1	10	3	4	1781
Cc1csc(N(C(=O)c2ccccc2F)c2ccccc2)n1	-1	1.1	1	-7	101	1.6	2	-6	1	6	1434
O=C(COC(=O)CSc1ccc2ccccc2c1)NCc1ccc2c(c1)OCO2	0	1	1	-1	92	0.53	-5	2	9	4	1548
Cc1cccc(C(C)C)c1NC(=O)COC(=O)COc1ccc2c(C)cc(=O)oc2c1	6	0.8	1	2	76	/	14	22	31	14	1737
CC(=O)Nc1ccc(NC(=O)CCCN2C(=O)c3ccccc3C2=O)cc1	1	1.2	1	7	101	0.57	8	-19	3	-1	1789
CC(=O)c1nnn(-c2cccc([N+](=O)[O-])c2)c1C	-3	1	1	-12	103	/	-2	-5	0	-1	1333
COc1ccc(-c2cn3cccc(C)c3n2)cc1F	0	1	1	0	101	0.83	3	-1	4	-50	1648
COc1cc(C(=O)Oc2ccccc2/C=N/NC(=O)c2ccc(C)cc2)cc(OC)c1OC	5	1	1	8	87	/	7	3	17	-22	1648
COc1ccc(NC(=O)CN2CCN(c3ccc(F)cc3)CC2)cc1Cl	8	1	1	7	98	/	-5	2	8	-4	1726
N=c1oc2ccccc2cc1-c1nc2ccccc2c(=O)[nH]1	-5	1	1	-10	118	/	3	-4	-13	0	1351
O=C(CSc1nnc(COc2ccccc2F)n1-c1ccccc1)NCc1ccco1	1	1.1	1	4	104	-0.053	-2	-14	0	-6	1519
Cc1ccccc1NC(=S)NCC(c1cccnc1)N1CCOCC1 (centres undefined)	6	0.9	1	0	93	/	7	7	7	4	1554
Cn1c(SCC(=O)Nc2ccc3c(c2)OCO3)nnc1-c1cnccn1	11	1	1	-1	107	/	0	-1	-5	-4	1381
CC(=O)OCCCn1c(C)[n+](C)c2cc(Cl)c(Cl)cc21	5	1.1	1.1	5	101	1	-4	-12	5	5	1701
CC1CCN(S(=O)(=O)c2cn(C)c(=O)n(C)c2=O)CC1	2	0.8	1	-3	99	/	7	21	10	0	1687
CC(=O)N1CCN(Cc2nc3cc(NS(C)(=O)=O)ccc3n2C)CC1	1	0.9	1	4	94	0.43	6	5	9	5	1684
CCOC(=O)CCNCc1ccc(F)cc1	-1	1	1	2	105	0.21	3	1	-3	-3	1539
CCOC(=O)N1N=C(CC)CC1(O)C(F)(F)F (centres undefined)	-9	1	1	-1	104	/	-3	-5	-4	1	1347
